RGS4 act – RGS4 potentiators or activators, primary screen, cell-based, HEK293 M3R inducible RGS4, calcium flux | carbachol calcium flux Fluo4; hits give low values | B-score at 10 µM | hit rate 0.92% among 310,000 | AID 463111, 2010;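 active means B-score of the integrated calcium signal more than 4 SD below the library mean, with starting fluorescence not abnormally high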;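 further: negative B-score means reduced calcium response which marks RGS4 activation or potentiation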
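System – HEK293 FlpIn-TREx cells, stable M3R, doxycycline-inducible RGS4 · Reagent – ECmax carbachol challenge · Times – compound preincubation 20 min at room temperature before agonist · Technique – Fluo4 fluorescence kinetic imaging of calcium · Measure – B score of integrated Fluo4 ratio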
KCNQ1 block – inhibitors of human KCNQ1 channel, primary screen, cell-based, thallium flux, high-throughput; CHO-K1 KCNQ1, FluxOR thallium flux fluorescence; hits give high values; B-score at 10 µM; hit rate 1.3% among 310,000;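 active means compounds whose thallium flux B-score, printed positive for inhibition, exceeds three library SD while starting fluorescence stays within three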;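 further: channel opened by potassium depolarization with thallium stimulus after 20 min compound exposure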
KCNK9 inh – KCNK9 potassium channel inhibitors, primary screen, HEK293 cells, thallium flux. Potassium channel subfamily K member 9 (Homo sapiens), Q9NPC2. FluxOR thallium flux fluorescence; hits give low values. B-score at 10 µM. hit rate 1.2% among 310,000. AID 488922, 2010;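 active means ratio B-score over 3 SD below the library mean, with starting fluorescence within 5 SD of its mean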;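 further: negative B-score means less thallium flux so channel inhibition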
MrgX1 allo act – positive allosteric modulators of MrgX1, primary screen, HEK293 cells, Fluo-4 calcium flux; Mas-related G-protein coupled receptor member X1 (Homo sapiens), Q96LB2; FDSS; hits give high values; B-score at 10 µM; hit rate 0.63% among 310,000; AID 588675, 2011;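 active means plate-corrected calcium response at least 3 library SD above typical, normal starting fluorescence, not activating the receptor alone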;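 further: compound read alongside a low EC10 to EC30 dose of BAM8-22 agonist; peak minus trough fluorescence over baseline measured at the second addition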
hERG rescue – hERG rescue from dofetilide block, primary screen, cell-based, CHO-hERG, FluxOR thallium flux, dofetilide IC70; dofetilide IC70 present; Voltage-gated inwardly rectifying potassium channel KCNH2 (Homo sapiens), Q12809; hit rate 0.51% among 310,000; activation (rescue from dofetilide block), less the hit threshold, % at 10 µM;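 active means activation above the mean of controls blocked by dofetilide plus 5 SD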;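 further: thallium influx through hERG after potassium depolarization seen as dye fluorescence rise; in these data hits start at about 4.7%; inactives centre near -7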
KCNQ1 act – potentiators or activators of KCNQ1 channel, primary screen, cell-based, thallium flux, high-throughput. Potassium voltage-gated channel subfamily KQT member 1 (Homo sapiens), P51787. CHO-K1 KCNQ1, thallium flux FluxOR fluorescence; hits give high values. B-score at 10 µM. hit rate 0.35% among 310,000. AID 2648, 2010;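 active means fluorescence ratio B-score, a plate-corrected score, at least three library SD, with initial intensity B-score within 5 SD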
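assay system = KCNQ1-transfected CHO-K1 cells | medium = assay buffer with matched DMSO | probe or stimulus = depolarizing K+/Tl+ stimulus, K2SO4 and Tl2SO4 each 12.5 mM in 5x stock | dosing = single dose | incubation = dye 90 min, compound 20 min, room temperature | detection = kinetic FluxOR fluorescence, 10 s baseline plus 110 s post-stimulus | evaluation = ratio B score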
ANO1 block – TMEM16A chloride channel inhibitors, primary screen, cell-based, HTS. Anoctamin-1 (Mus musculus), Q8BHY3. HEK293 TMEM16A/YFP iodide influx fluorescence, ionomycin. normalized B-score (activity score, 25-100; higher = stronger inhibition) at 10 µM. hit rate 1.2% among 310,000;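 active means ratio plate-corrected score three or more library SD toward inhibition, starting fluorescence score within five deviations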;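 further: score derived from kinetic fluorescence span divided by baseline fluorescence per well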
Target sequence (Q8BHY3 whole entry, looked up): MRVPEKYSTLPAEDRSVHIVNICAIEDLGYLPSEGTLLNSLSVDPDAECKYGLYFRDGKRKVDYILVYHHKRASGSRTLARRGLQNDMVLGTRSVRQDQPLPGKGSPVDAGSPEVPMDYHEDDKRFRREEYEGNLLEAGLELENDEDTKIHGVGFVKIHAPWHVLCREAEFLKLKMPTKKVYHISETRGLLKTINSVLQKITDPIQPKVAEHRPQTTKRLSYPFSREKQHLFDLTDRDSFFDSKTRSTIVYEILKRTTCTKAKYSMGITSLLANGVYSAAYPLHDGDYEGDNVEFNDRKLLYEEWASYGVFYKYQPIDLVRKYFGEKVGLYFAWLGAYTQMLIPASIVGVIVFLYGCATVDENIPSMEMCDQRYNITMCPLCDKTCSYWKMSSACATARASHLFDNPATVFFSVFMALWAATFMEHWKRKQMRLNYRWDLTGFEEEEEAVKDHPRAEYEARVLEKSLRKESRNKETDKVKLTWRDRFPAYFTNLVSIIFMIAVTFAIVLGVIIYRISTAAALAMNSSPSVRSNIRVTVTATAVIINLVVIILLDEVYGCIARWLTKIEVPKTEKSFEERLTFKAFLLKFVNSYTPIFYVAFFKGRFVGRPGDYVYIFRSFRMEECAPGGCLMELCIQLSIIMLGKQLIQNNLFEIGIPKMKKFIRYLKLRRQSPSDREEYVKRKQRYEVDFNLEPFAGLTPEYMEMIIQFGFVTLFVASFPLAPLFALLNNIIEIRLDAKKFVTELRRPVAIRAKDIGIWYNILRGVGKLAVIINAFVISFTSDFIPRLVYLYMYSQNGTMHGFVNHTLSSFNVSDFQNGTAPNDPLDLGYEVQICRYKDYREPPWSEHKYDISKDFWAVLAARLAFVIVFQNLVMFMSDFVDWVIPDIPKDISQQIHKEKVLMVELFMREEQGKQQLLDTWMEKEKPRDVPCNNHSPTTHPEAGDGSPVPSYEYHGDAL
KCNK3 block – human KCNK3 channel inhibitors, primary screen, CHO cells, FluxOR thallium flux, B-score; B-score at 10 µM; FluxOR fluorescence; hits give low values; hit rate 0.84% among 340,000; AID 602410, 2012; Potassium channel subfamily K member 3 (Homo sapiens), O14649;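 active means B-score under library mean minus 4 SD, starting fluorescence ratio at most library mean plus 5 SD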;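 further: more negative B-score means stronger inhibition of thallium flux through KCNK3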
MrgX1 ag – agonists of human MrgX1 receptor, primary screen, HEK293 cells, Fluo-4 calcium flux | Mas-related G-protein coupled receptor member X1 (Homo sapiens), Q96LB2 | Fluo-4 calcium fluorescence, agonist mode; hits give high values | B-score at 10 µM | hit rate 0.44% among 310,000;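 active means calcium response B-score plate-corrected fluorescence ratio at least 3 library SD, with starting fluorescence B-score inside 5 SD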
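Assay system: stable human MrgX1 HEK293 cell line. Quantity: 15,000 cells per well. Schedule: cells plated overnight, dye loaded 0.5 h 37 °C, 0.5 h room temperature. Detection: Fluo-4 NW calcium-flux fluorescence, kinetic read. Read-out basis: peak-minus-minimum fluorescence over baseline, converted to B scores. Control set: positive and negative control wells on each plate.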
RGS4 inh – RGS4 inhibitors, primary screen, cell-based, HEK293 M3R inducible RGS4, calcium flux; AID 463165, 2010; Regulator of G-protein signaling 4 (Homo sapiens), P49798; Fluo-4 calcium flux; hits give high values; triggered by carbachol at its EC20; hit rate 0.45% among 310,000; B-score at 10 µM;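 active means B-score, a plate-corrected calcium signal, over three deviations above library mean, with baseline fluorescence within five deviations of library mean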;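 further: RGS4 expression induced by doxycycline in cells with stable M3 receptor; B-score is computed from the integrated fluorescence ratio over baseline after carbachol; higher B-score means a larger calcium signal and so more RGS4 inhibition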
TMEM16A act – TMEM16A chloride channel activators or potentiators, primary screen, cell-based, HTS; B-score at 10 µM; AID 623877, 2012; Anoctamin-1 (Mus musculus), Q8BHY3; HEK293 TMEM16A/YFP-H148Q/I152L, iodide quench fluorescence; hits give low values; hit rate 0.3% among 340,000;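 active means fluorescence-ratio B-score plate-corrected deviation score at least 3 library SD below zero, with starting fluorescence score within 5 deviations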;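 further: channel opened by trigger with iodide after compound preincubation; score built on the fluorescence ratio of max minus min over baseline; more negative score means more quench and so TMEM16A activation or potentiation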
Numbers without * were called inactive; i = inactive; . = not tested or not shown. Compounds were not picked by outcome, and some 6.3% of all compounds hit somewhere here.

SMILES	RGS4 act	KCNQ1 block	KCNK9 inh	MrgX1 allo act	hERG rescue	KCNQ1 act	ANO1 block	KCNK3 block	MrgX1 ag	RGS4 inh	TMEM16A act
COc1ccc(NC(=O)c2ccccc2N(Cc2ccccc2)S(C)(=O)=O)cc1OC	i	i	i	i	-3	i	i	i	i	i	i
CCOC(=O)C1(CCCc2ccccc2)CCN(C(=O)CCOC)CC1	i	i	i	i	-6	i	i	i	i	i	i
CC(C)Oc1ccc(N2CC(C(=O)Nc3ccccc3C(=O)NC3CC3)CC2=O)cc1 (configuration not stated)	i	i	i	i	-11	i	i	i	i	i	i
[O-]/C(=C(\C(=S)Nc1cccc2ccccc12)[n+]1ccccc1)c1ccc(Cl)s1	i	i	i	i	-5	i	i	i	i	i	i
O=C(COc1ccccc1C(=O)NCc1ccncc1)Nc1ccc(Br)cc1	i	i	i	i	-12	i	i	i	i	i	i
CC1CCCCC1NC(=O)/C(C#N)=C/c1ccc2c(c1)OCCO2 (configuration not stated)	i	i	i	i	-4	i	i	.	i	i	.
Cc1cc(Cl)ccc1NNC(=O)c1cccs1	i	i	i	i	-5	i	i	i	i	i	i
Cc1nc2ccc3nc(NC(=O)c4ccc5c(c4)OCCO5)sc3c2s1	i	i	i	i	-3	i	i	i	i	i	i
COc1ccc(C(C)(C)C)cc1NC(=O)CCNC(=O)c1ccco1	i	i	i	i	-11	i	i	i	i	i	i
NC(=O)CC(NC(=O)Cc1cccc2ccccc12)c1ccc(N2CCC(N3CCCC3)CC2)c([N+](=O)[O-])c1 (configuration not stated)	i	i	i	i	1	i	i	i	i	i	i
Cc1cccc(SCC(=O)Nc2ccc3c(c2)OCCO3)c1	i	i	i	i	-7	i	i	i	i	i	i
CN(C)c1ccc(NC(=S)NC23CC4CC(CC(C4)C2)C3)cc1	i	i	i	i	-5	i	i	i	i	i	i
O=C1COc2ccc(S(=O)(=O)NCc3ccccc3)cc2N1	i	i	i	i	-5	i	i	i	i	i	i
Cc1cc(S(=O)(=O)Nc2cccnc2)c(C)s1	i	i	i	i	-8	i	i	i	i	i	i
COC(=O)N/N=C(\C)c1ccc(OC(F)F)cc1	i	i	i	i	-5	i	i	i	i	i	i
CCCNC(=S)N1CCCC(c2nc3ccccc3[nH]2)C1 (configuration not stated)	i	i	i	i	-12	i	i	i	i	i	i
CCSc1nnc(NC(=O)c2cccc(OCc3c(C)noc3C)c2)s1	i	i	i	i	-13	i	i	i	i	i	i
Cc1nn(C)c(C)c1S(=O)(=O)N1CCCC(C(=O)NC2CCCCCC2)C1 (configuration not stated)	i	i	i	i	-10	i	i	i	i	i	i
Cc1c(NC(=S)NC(=O)c2ccco2)cccc1-c1nc2ncccc2o1	i	i	i	i	-5	i	i	i	i	i	i
CC(C)(C)c1[nH]nc2c1C(c1ccccc1OC(=O)N1CCOCC1)C(C#N)=C(N)O2 (configuration not stated)	i	i	i	i	-8	i	i	i	i	i	i
COc1cc(/C=N/NC(=O)c2ccc(C)nc2)cc([N+](=O)[O-])c1O	i	i	i	i	-2	i	i	i	i	i	i
CCCCNC(=O)CCCN1C(=O)c2cccnc2Sc2ccccc21	i	i	i	i	0	i	i	i	i	i	i
COc1ccc(CCN2C(=O)c3cccc4c(C(=O)N5CCCCC5)ccc(c34)C2=O)cc1OC	i	i	i	i	-21	i	i	i	i	i	i
CC1CCN(C(=O)/C(=C\c2cccs2)NC(=O)c2ccccc2)CC1	i	i	i	i	-13	i	i	i	i	i	i
CCCC(C)NC(=O)c1ccc(C2SCC(=O)N2Cc2ccco2)cc1 (configuration not stated)	i	i	i	i	-12	i	i	i	i	i	i
SMILES	RGS4 act	KCNQ1 block	KCNK9 inh	MrgX1 allo act	hERG rescue	KCNQ1 act	ANO1 block	KCNK3 block	MrgX1 ag	RGS4 inh	TMEM16A act
N=C1/C(=C/c2cccn2CCOc2ccccc2)C(=O)N=C2SC=C(c3ccccc3)N12	i	i	i	i	-6	i	i	i	i	i	i
Cc1cc(C)c(C(=O)CN2C(=O)NC3(CCCCC3)C2=O)cc1C	i	i	i	i	-7	i	i	i	i	i	i
CCCc1nc(NCCCOCC)c2nnn(Cc3ccccc3)c2n1	i	i	i	i	-6	i	i	i	i	i	i
COc1ccccc1-n1c(SCC(=O)O)nc2sc3c(c2c1=O)CCC3	i	i	i	i	-10	i	i	i	i	i	i
CC(C(=O)N1CCCCC1)N(C)CC(=O)Nc1ccc(Cl)cc1 (configuration not stated)	i	i	i	i	-9	i	i	i	i	i	i
CC(C)c1ccc(/C=C/C(=O)NC(=S)Nc2ccc(CN3CCOCC3)cc2)cc1	-8.8*	9*	i	i	-17	i	i	i	i	i	i
Cc1cc(C)c(NC(=O)C2CCCO2)c(C)c1NC(=O)C1CCCO1 (configuration not stated)	i	i	i	i	-5	i	i	i	i	i	i
COc1cc(NS(=O)(=O)c2c(C)[nH]c(C)c2C(=O)N2CCCC2)cc(OC)c1OC	i	i	i	i	-9	i	i	i	i	i	i
Cc1oc(-c2ccccc2F)nc1CS(=O)(=O)CC(=O)NCCCc1ccccc1	i	i	i	i	-10	i	i	i	i	i	i
COc1cccc(C2C(C(=O)NCc3ccccc3)=C(C)Nc3ncnn32)c1 (configuration not stated)	i	i	i	i	-4	i	i	i	i	i	i
COc1ccc(S(=O)(=O)NC2CC(C)(C)NC(C)(C)C2)c(C)c1C	i	i	i	.	-5	i	.	.	.	i	.
COC(=O)c1cc2n(n1)CCN(Cc1cccc(OC)c1)C2=O	i	i	i	i	-6	i	i	i	i	i	i
COc1ccccc1N1CCN(CC(O)COc2ccc(S(=O)(=O)N3CCOCC3)cc2)CC1 (configuration not stated)	i	i	i	i	-9	i	i	i	i	i	i
O=C(NCC1CCCO1)c1cccc(NS(=O)(=O)c2ccc(Br)cc2)c1 (configuration not stated)	i	i	i	i	-10	i	i	i	i	i	i
CCC(Oc1ccccc1)C(=O)Nc1nc2c(s1)C(=O)CC(C)(C)C2 (configuration not stated)	i	i	i	i	-2	i	i	i	i	i	i
CC(=O)N1CCN(c2cccc(C)c2C)CC1	i	i	i	i	-10	i	i	i	i	i	i
CSc1cc(-c2ccccc2)n(Cc2ccccc2Cl)c(=O)c1C#N	i	i	i	i	-2	i	i	i	i	i	i
CC(=O)c1cccc(NC(=O)Nc2cccs2)c1	i	i	i	i	-9	i	i	i	i	i	i
CC(=O)c1ccc(NC(=O)c2ccc(NC(=O)c3ccco3)cc2)cc1	i	i	i	i	-5	i	i	i	i	i	i
Clc1cccc(-c2csc(Nc3cccnc3)n2)c1	i	i	i	i	-11	i	i	i	i	i	i
Oc1ccc(-c2cccc(-c3ccc(O)cc3)c2)cc1	i	i	i	i	-8	i	i	i	i	i	i
COc1ccc(Cl)cc1NC(=S)Nc1ccccc1C	i	i	i	i	-8	i	i	i	i	i	i
CCOc1ccc(N(CC(=O)NCc2ccccc2Cl)S(=O)(=O)c2c(C)[nH]c(=O)[nH]c2=O)cc1	i	i	i	i	-6	i	i	i	i	i	i
CN1CCN(S(=O)(=O)c2ccc(NC(=O)COc3ccccc3Cl)cc2)CC1	i	i	i	i	-12	i	i	i	i	i	i
COC(CN(C)C(=O)c1ccc(CS(=O)(=O)c2ccccc2C)o1)OC	i	i	i	i	-7	i	i	i	i	i	i
SMILES	RGS4 act	KCNQ1 block	KCNK9 inh	MrgX1 allo act	hERG rescue	KCNQ1 act	ANO1 block	KCNK3 block	MrgX1 ag	RGS4 inh	TMEM16A act
COc1ccc(OC(C)C(=O)N2CCc3ccccc3C2)cc1 (configuration not stated)	i	i	i	i	-10	i	i	i	i	i	i
CCOC(=O)c1c(C)noc1-c1ccc(Br)o1	i	i	i	i	0	i	i	i	i	i	i
COc1ccc(-c2nc(-c3ccc(O)cc3O)cs2)cc1OC	-11*	i	-13*	.	-31	i	.	-12*	.	i	i
Cc1ccsc1C(=O)NNC(=O)Nc1ccc(Cl)c(Cl)c1	i	i	i	i	-3	i	i	i	i	i	i
CC(C)(C)NC(=O)Cn1c(=O)c(=O)n(Cc2ccccc2)c2ccc(Cl)cc21	i	i	i	i	-1	i	i	i	i	i	i
CCOC(=O)c1cc(C)nn1-c1nc(Cl)cc(OC)n1	i	i	i	i	-2	i	i	i	i	i	i
CCN(Cc1ccccc1)C(=O)Cn1c(=O)n(-c2ccc(OC)cc2OC)c(=O)c2c(C)c(C)sc21	i	i	i	i	-6	i	i	i	i	i	i
CC1CN(C(=O)CCC(=O)NCc2ccccc2)c2cc(Cl)ccc2O1 (configuration not stated)	i	i	i	i	-6	i	i	i	i	i	i
COc1ccc(OC)c(C2=Nn3c(nnc3-c3cc(C)[nH]n3)SC2)c1	i	i	i	i	-8	i	i	i	i	i	i
O=C(COc1ccc(S(=O)(=O)N2CCCCC2)cc1)NCc1ccccn1	i	i	i	i	-4	i	i	i	i	i	i
Cc1cc(NC(=O)Cn2cc(C(F)(F)F)cc(Cl)c2=O)no1	i	i	i	i	-12	i	i	i	i	i	i
CN(C)CCOC(=O)NC12CC3CC(CC(C3)C1)C2	i	i	i	i	-5	i	i	i	i	i	i
Cc1ccc(C)c(C(=O)CN2C(=O)NC3(CCC(C)CC3)C2=O)c1 (configuration not stated)	i	i	i	i	-5	i	i	i	i	i	i
Cc1ccc(C(=O)NNC(=O)CCn2nnc3ccccc32)cc1	i	i	i	i	0	i	i	i	i	i	i
